PDI inh: inhibitors of human PDI, primary screen, biochemical, turbidity, single point, plate reader; Protein disulfide-isomerase (Homo sapiens), P07237; PDI insulin aggregation turbidity, A650, 90 min; inhibition, % at 10 µM; actives 0.052% (n = 350,000);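 active means mean inhibition across replicates of 30% or more, whatever share of single replicates reach that level; inconclusive means mean inhibition below 30% while every single replicate reaches 30%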;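 further: absorbance from insulin aggregation driven by PDI reduction with DTT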
Target sequence (P07237 whole entry, looked up): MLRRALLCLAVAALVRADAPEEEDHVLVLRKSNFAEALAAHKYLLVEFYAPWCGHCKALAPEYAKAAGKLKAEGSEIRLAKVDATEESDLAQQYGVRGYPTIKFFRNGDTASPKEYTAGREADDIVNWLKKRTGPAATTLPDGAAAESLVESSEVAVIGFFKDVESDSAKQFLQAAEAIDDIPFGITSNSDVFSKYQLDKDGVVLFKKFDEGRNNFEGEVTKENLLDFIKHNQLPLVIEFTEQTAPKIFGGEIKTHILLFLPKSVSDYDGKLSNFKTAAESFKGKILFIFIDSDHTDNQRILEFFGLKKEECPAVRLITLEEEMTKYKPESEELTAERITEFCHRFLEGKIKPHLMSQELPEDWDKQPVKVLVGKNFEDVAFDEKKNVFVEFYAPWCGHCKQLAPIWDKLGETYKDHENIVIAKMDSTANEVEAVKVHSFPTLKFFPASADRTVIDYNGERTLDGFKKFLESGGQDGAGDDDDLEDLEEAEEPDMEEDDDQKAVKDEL
N-glyco inh: increase of ERlucT glycosylation luciferase signal, primary screen, N-linked glycosylation inhibitor project, D54 ERlucT cells, luminescence, set 2. actives 0.23% (n = 360,000). AID 588692, 2011. reporter increase, % at 12.5 µM. D54 ERlucT glycosylation luciferase reporter, 24 h; percent of 100 nM tunicamycin response;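 active means mean luciferase reporter signal, scaled so untreated is 0 and the glycosylation-blocking control 100, at or above a set limit in every replicate; inconclusive means mean reaches the limit but not every replicate does; inactive means mean below the limit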;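 further: luciferase carries N-glycosylation sites so blocking glycosylation raises the light; 0% = median of neutral control wells and 100% = median of 100 nM tunicamycin wells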
Cardio protect: cardioprotection against H2O2-induced cell death, primary screen, uHTS, H9c2 cells, ATPLite luminescence | H9c2 cardiomyocytes, H2O2 injury protection, 2 h | protection from H2O2 cell death, % at 20 µM | actives 0.63% (n = 360,000) | AID 588492, 2011;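 active means compounds giving at least 50% protection of heart cells from peroxide-induced death in the single-dose screen, raw or plate-pattern-corrected value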;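 further: 0% = DMSO wells with peroxide and 100% = DMSO wells without peroxide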
ABCB6 inh MLPCN: ABCB6 transporter inhibitors, primary screen, K562-ABCB6 cells, flow cytometry, MLPCN library. ATP-binding cassette sub-family B member 6 (Homo sapiens), Q9NP58. K562-ABCB6 porphyrin accumulation, 1 h; stronger effect = lower value. fluorescence ratio to DMSO, % at 10 µM. actives 0.19% (n = 360,000). AID 602162, 2011;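 active means fluorescence ratio to DMSO below 75%, the collection mean minus 3 SD; inconclusive means too few cells collected in the well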;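 further: signal is porphyrin accumulated inside mitochondria; 100% equals median channel fluorescence of DMSO control wells; lower ratio means ABCB6 inhibition with less porphyrin fluorescence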
Granule exo inh: LAMP-1 surface exposure blockers, TALL-104 cells – cell-based, flow cytometry, MLPCN library, primary screen; TALL-104 LAMP-1 surface exposure; cells stimulated with thapsigargin and PMA; inhibition, % at 10 µM; actives 0.66% (n = 360,000);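 active means inhibition above about 55%, limit read from the data; inconclusive means no clear call, values can overlap the other calls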
m5-HT2A agonist: mouse Htr2a agonists via beta-arrestin recruitment, primary screen, cell-based, luminescence; CHO-K1 mHTR2A beta-arrestin complementation; percent of 30 µM serotonin response; activation, % at 7.6 µM; 5-hydroxytryptamine receptor 2A (Mus musculus), P35363; actives 0.66% (n = 360,000);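 active means activation above a run cutoff, the mean activation of all tested compounds plus 3 SD, cut at about 14% in these data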;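 further: 0% = plate median of compound wells and 100% = 30 µM serotonin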
Target sequence (P35363 whole entry, looked up): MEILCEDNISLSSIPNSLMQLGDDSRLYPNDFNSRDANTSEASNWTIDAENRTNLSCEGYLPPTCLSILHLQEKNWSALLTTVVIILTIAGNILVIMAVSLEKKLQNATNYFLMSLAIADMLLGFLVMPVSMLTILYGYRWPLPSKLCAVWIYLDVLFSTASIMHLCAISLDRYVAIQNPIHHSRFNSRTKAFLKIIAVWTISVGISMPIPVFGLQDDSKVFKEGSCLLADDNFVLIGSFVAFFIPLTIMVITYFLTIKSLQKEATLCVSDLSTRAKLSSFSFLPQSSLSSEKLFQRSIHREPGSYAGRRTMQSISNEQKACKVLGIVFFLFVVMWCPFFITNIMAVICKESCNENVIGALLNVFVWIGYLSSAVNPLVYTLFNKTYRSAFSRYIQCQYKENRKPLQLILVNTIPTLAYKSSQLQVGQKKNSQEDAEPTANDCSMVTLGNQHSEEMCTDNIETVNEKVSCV
aDG glyco act: activators of alpha-DG glycosylation, primary screen, uHTS, Pro5-aDG cells, AlphaScreen | alpha-DG glycosylation AlphaScreen (IIH6); 0% Pro5, 100% B10-LARGE cell signal | activation, % at 10 µM | actives 0.22% (n = 360,000) | AID 624168, 2012;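 active means activation of at least 8% versus controls, or a plate z-score of at least 8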;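 further: Pro5 are CHO cells carrying HIG-tagged alpha-DG that lacks glycosylation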
hiPSC survival: enhancers of single-cell hiPSC survival, primary screen, ATPlite luminescence; 100% = ROCK inhibitor wells, 0% = DMSO; survival enhancement, % at 20 µM; actives 0.044% (n = 360,000); AID 602274, 2012; in the data active means survival enhancement above about 18%;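 further: cells exposed to compounds for 16 hours before the ATP read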
CaV13 FRET inh: Primary screen for inhibitors of IQ motif and Ca2+-dependent inactivation inhibitor domain binding in CACNA1D, Förster resonance energy transfer in living cells, …; HEK cells, CFP/YFP FRET ICDI-IQ, plate reader, 10 min; percent FRET-ratio fall versus neutral wells; inhibition, % at 12.3 µM; actives 0.098% (n = 340,000); AID 743397;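 active means mean replicate inhibition of at least 30% and at least 1% of replicates passing that level; inconclusive means only one of the two criteria is met; inactive means neither criterion is met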;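 further: 0% = median of the neutral control wells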
Vif imaging: HIV Vif self-association inhibitors, primary screen, imaging, HEK293T, single point; AID 602346, 2012; HEK293T cells, Vif self-association by quenched fluorescence, 24 h; inhibition, % at 7.49 µM; actives 0.35% (n = 340,000); in the data active means inhibition above about 50%, passing the limit was not always enough; inconclusive means no clear call, values can overlap the other calls; inactive means below about 31%; further: some results filed as inactive read as strong as hits
Starred values were filed as active, the others as inactive; ? = inconclusive; . = no result given.

no.	canonical_smiles	PDI inh	N-glyco inh	Cardio protect	ABCB6 inh MLPCN	Granule exo inh
1	CNc1nc(Cl)c(SC)c(NCc2ccc(F)cc2)n1	3	-2	-6	98	40
2	COc1ccc(-n2nnnc2C(c2cccs2)N2CCN(C/C=C/c3ccccc3)CC2)cc1 (centres undefined)	.	-2	-3	139	12
3	Cc1ccc(S(=O)(=O)N2CCN(Cc3cc4c(cc3Br)OCCO4)CC2)cc1	-2	-2	1	95	1
4	Cc1ccc(C(=O)NC2CCN(CC(=O)NCc3cccs3)CC2)cc1	-4	-1	-1	94	2
5	O=C(O)c1ccccc1-c1ccccc1C(=O)Nc1ccccc1-c1ccccc1	-8	0	11	100	-5
6	COc1ccc(Nc2nnc(SCC(=O)Nc3cc(C)on3)s2)cc1	-5	1	4	101	1
7	Cc1ccc(/C=C/C(=O)OCC(=O)N(C)c2c(N)n(Cc3ccccc3)c(=O)[nH]c2=O)o1	3	2	-6	100	-1
8	CCOc1ccc(N=Nc2c(C)[nH]n(-c3ccccc3)c2=O)cc1	5	-1	7	102	0
9	CC(C)(CNC(=O)c1cc2c(s1)CCCC2)N1CCOCC1	-2	-2	1	98	-1
10	O=C(OCc1ccccc1)N1CCCC2CC1c1ccccc12 (centres undefined)	-3	2	-5	102	-7
11	O=C(NCCCN1CCOCC1)c1ccc2c(=O)n(Cc3ccccc3)c(=S)[nH]c2c1	-1	-3	0	100	-3
12	COc1ccc(C2NC(=O)c3ccccc3N2)cc1OC (centres undefined)	-4	0	34	121	3
13	O=C(NC1CCCCC1)C(c1ccco1)N(C(=O)c1csnn1)c1ccccc1 (centres undefined)	-11	3	1	99	-10
14	Cc1ccc(-c2nc(NCCCN(C)C)c3ccccc3n2)cc1	9	?	14	95	6
15	CCOc1ccc(S(=O)(=O)NCC2CCCO2)cc1 (centres undefined)	-2	-7	-7	96	-2

no.	m5-HT2A agonist	aDG glyco act	hiPSC survival	CaV13 FRET inh	Vif imaging
1	-8	0.0	0.2	-4	-9
2	-2	2.9	2.0	-5	.
3	1	-0.1	-0.4	-6	-3
4	0	0.0	-0.7	-2	1
5	1	0.0	0.4	-5	-3
6	5	0.1	-2.0	.	7
7	4	-0.1	0.2	-11	8
8	5	-0.2	0.6	0	3
9	-9	-0.1	-0.3	-6	-9
10	-5	0.0	-2.2	-2	.
11	-5	-0.1	-0.4	-4	-7
12	5	0.3	1.1	.	-10
13	-3	0.0	-0.1	-2	9
14	-2	0.0	-1.8	-9	-6
15	-3	-0.1	-1.3	-5	-1

New compounds follow
no.	canonical_smiles	PDI inh	N-glyco inh	Cardio protect	ABCB6 inh MLPCN	Granule exo inh
16	COc1ccccc1Nc1ncnc2ccc(C)cc12	3	-4	-10	103	-5
17	Cc1c(C(=O)OCC(=O)N(C)C2CCS(=O)(=O)C2)oc2ccc(Br)cc12 (centres undefined)	10	-2	-8	97	-3
18	Cc1cc(Cl)ccc1NC(=O)CCC(=O)O	-3	2	5	103	-2
19	COc1ccc(CNC(=O)CN(c2ccccc2OC)S(=O)(=O)c2cccs2)cc1	13	-3	8	98	-8
20	COc1ccc2[nH]c(C(=O)N3CCNCC3)cc2c1OC	4	-1	2	96	-1
21	CC(C)CCNC(=O)C1CCC(CNS(=O)(=O)c2cccc3nsnc23)CC1 (centres undefined)	-4	-1	0	102	-2
22	CCOc1ccc(CCNC(=O)CCc2nc3ccccc3[nH]2)cc1OCC	5	1	-1	99	-1
23	O=C(c1cc(-c2ccco2)on1)N1CCCc2ccccc21	-7	-1	13	89	2
24	Cc1ccc(NC(=O)CCCN2C(=S)NC(C)(C)CC2C)cc1 (centres undefined)	9	0	1	93	-4
25	CCOc1ccccc1/C=c1\sc2nc(-c3ccco3)nn2c1=O	-22	1	-10	99	-2
26	OCCN1CCN(c2nc(-c3ccccc3)c3cc(Cl)ccc3n2)CC1	-6	-1	-8	95	3
27	Cc1ccc(NC(=O)COC(=O)c2ccc3c(c2)OCCO3)cc1	-3	2	-13	99	4
28	C=CCOC(=O)C(=O)/C=C/c1csc2ccccc12	-4	0	6	94	-3
29	O=C(NCCC(=O)N(Cc1ccco1)Cc1cccs1)c1ccc(Br)cc1	9	-2	2	94	0
30	Cc1cccc(C(=O)Nc2ccc(S(=O)(=O)N3CCOCC3)cc2)c1[N+](=O)[O-]	11	0	0	96	-13

no.	m5-HT2A agonist	aDG glyco act	hiPSC survival	CaV13 FRET inh	Vif imaging
16	-3	0.4	-0.1	-5	-6
17	6	0.1	-0.8	-13	3
18	1	-0.2	1.1	-18	3
19	4	0.4	0.4	-2	2
20	-2	0.0	-0.5	-1	-1
21	-6	-0.1	-0.2	.	11
22	1	-0.3	2.3	-5	-1
23	-3	-0.2	0.6	-7	-1
24	2	0.5	0.2	-2	-1
25	-6	-0.1	-0.2	.	4
26	-7	3.9	0.9	-2	-6
27	6	0.0	0.0	-2	-4
28	0	-0.1	3.1	-5	-9
29	-10	0.0	1.1	-5	30
30	-3	-0.2	-0.4	-1	4

Continuation:
no.	canonical_smiles	PDI inh	N-glyco inh	Cardio protect	ABCB6 inh MLPCN	Granule exo inh
31	c1cc(CSc2nnc(-c3ccc4c(c3)OCO4)o2)ccn1	-4	-1	-2	95	-1
32	CCN(CC)CCn1c2c(c(SCC(=O)Nc3cc(OC)cc(OC)c3)nc1=O)CCC2	-4	-2	2	100	-5
33	Cc1ccc(Cc2c(C)nc3nc(SCC(=O)NCCCN4CCCCC4)nn3c2C)cc1	-6	-2	1	98	12
34	CCOC(=O)N1CCN(c2c(NCc3ccc(Cl)cc3)c(=O)c2=O)CC1	13	18	10	100	-3
35	Oc1ccc(-c2ccccc2)cc1CN1CCCCCC1	-4	-1	-7	97	39
36	COc1ccccc1NC(=O)Cn1nc(Cc2cccnc2)c2ccccc2c1=O	6	1	8	99	-5
37	CC(C)(C)C(=O)Nc1ccc(C(=O)NNC(=O)Cc2ccccc2)cc1	-12	0	-2	88	-5
38	COc1ccc(C(=O)NN2CCOCC2)cc1[N+](=O)[O-]	-9	1	6	92	-4
39	CCc1nc2ccc(C(=O)NC3CCN(C)CC3)cn2c1N(C)CCC(C)C	5	-3	-5	96	11
40	COc1ccc(CN(Cc2nc3ccccc3c(=O)[nH]2)C(=O)c2ccco2)cc1	-3	0	12	104	?
41	O=C1CCN(S(=O)(=O)c2ccccc2)C2CCCCC12 (centres undefined)	1	2	2	105	-2
42	Cc1c(O)ccc2c(=O)c(Oc3ccccc3)coc12	2	0	-2	95	-7
43	O=C(CBr)c1ccc([N+](=O)[O-])c(CS(=O)(=O)c2ccc(Cl)cc2)c1	-1	7	32	93	6
44	CCOC(=O)C(=O)Nc1ccc(OCc2ccccc2)cc1	-1	0	-4	99	1
45	CC(C)C(=O)NN(C(=O)c1ccccc1)c1ccccc1	7	0	-1	98	-3

no.	m5-HT2A agonist	aDG glyco act	hiPSC survival	CaV13 FRET inh	Vif imaging
31	-3	-0.2	0.0	-6	-12
32	8	-0.1	-0.3	-6	6
33	3	0.1	-0.2	-7	-3
34	2	-0.1	-1.7	-6	54
35	-13	0.2	0.0	-3	3
36	4	-0.1	-0.2	-3	-8
37	1	0.1	12	-5	4
38	-6	-0.1	-0.5	-6	5
39	3	0.1	-2.7	-5	0
40	5	-0.1	0.4	-6	7
41	0	-0.1	2.2	-3	-1
42	3	-0.1	-0.4	-4	-20
43	-6	-0.2	0.0	-5	-3
44	-2	-0.1	0.9	-1	-2
45	4	0.0	2.7	3	6

More entries
no.	canonical_smiles	PDI inh	N-glyco inh	Cardio protect	ABCB6 inh MLPCN	Granule exo inh
46	O=C(CSc1n[nH]c(-c2cccnc2)n1)Nc1ccc(Br)cc1	-9	0	-4	94	-8
47	O=C(NC12CC3CC(CC(C3)C1)C2)c1cccnc1	-1	1	0	94	1
48	Cc1cccc(N2CCN(C(=O)c3c(-c4ccccc4Cl)noc3C)CC2)c1C	-5	12	7	95	3
49	COc1cc2c(cc1OC)CN(C(=O)c1ccc(S(=O)(=O)N3CCCCC3)cc1)CC2	-63	-4	3	99	-2
50	CSc1nc(SCC(=O)NC(c2ccccc2)c2ccccc2)c2c3c(sc2n1)CN(C)CC3	-6	-3	-2	97	-1
51	CC(=O)N1CCN(C(C)=O)c2ccccc21	3	2	1	97	0
52	CCCCC(CC)C(=O)Nc1ncc([N+](=O)[O-])s1 (centres undefined)	0	-3	-16	95	6
53	CC(=O)OC1CCC2C3CCC4=CC(=O)CCC4(C)C3CCC2(C)[C@]1(C)O (some centres undefined)	5	0	2	102	4
54	COc1cc2[nH]c3c(=O)n(CCN(C(C)C)C(C)C)cnc3c2cc1OC	5	3	-2	100	2
55	COc1ccc(-c2nnnn2-c2ccc(F)cc2F)cc1	-4	0	-11	93	-2
56	O=S(=O)(c1ccc(-c2ccon2)s1)N1CCN(c2ccccn2)CC1	-2	2	-3	100	2

no.	m5-HT2A agonist	aDG glyco act	hiPSC survival	CaV13 FRET inh	Vif imaging
46	-5	-0.1	1.9	-3	15
47	0	0.1	3.6	-7	13
48	-2	0.2	-0.2	-5	-1
49	2	-0.1	-0.2	-6	-6
50	1	0.2	-0.2	-5	1
51	2	0.1	-0.4	-5	2
52	-1	0.4	-0.3	-5	1
53	10	0.6	-1.2	-9	4
54	-2	0.2	-3.9	-5	9
55	0	-0.2	-0.2	-3	27
56	4	0.0	0.1	-5	1

Ordered by value in CaV13 FRET inh (smallest number first): some entries from above
item | compound | CaV13 FRET inh
53 | CC(=O)OC1CCC2C3CCC4=CC(=O)CCC4(C)C3CCC2(C)[C@]1(C)O (some centres undefined) | -9
47 | O=C(NC12CC3CC(CC(C3)C1)C2)c1cccnc1 | -7
49 | COc1cc2c(cc1OC)CN(C(=O)c1ccc(S(=O)(=O)N3CCCCC3)cc1)CC2 | -6
50 | CSc1nc(SCC(=O)NC(c2ccccc2)c2ccccc2)c2c3c(sc2n1)CN(C)CC3 | -5
46 | O=C(CSc1n[nH]c(-c2cccnc2)n1)Nc1ccc(Br)cc1 | -3

Limited to aDG glyco act, for two of the compounds above:
nr | Structure | aDG glyco act
29 | O=C(NCCC(=O)N(Cc1ccco1)Cc1cccs1)c1ccc(Br)cc1 | 0.0
5 | O=C(O)c1ccccc1-c1ccccc1C(=O)Nc1ccccc1-c1ccccc1 | 0.0
